# High-throughput results: PubChem, National Center for Advancing Translational Sciences (NCATS)
# ALOX12 inhib – inhibitors of human 12-lipoxygenase (ALOX12); purified 12-hLO, xylenol orange hydroperoxide absorbance; Potency, µM (top dose mostly 57.1 µM), for inactives: at the top dose activity change, negative = inhibition, usual class: inhibitors; actives 0.12% (n = 150,000); also: potency is read from the fitted curve at half-maximal effect; nearly all actives have a fitted effect of over 55% in size; many of its hits are not listed in these tables
#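 Purified human 12hLO (150 nM final) was preincubated with compounds for 15 min at room temperature in 25 mM Hepes pH 7.0, 0.01% Triton X-100, then reacted with 40 uM arachidonic acid for 30 min. Hydroperoxide was detected with ferrous iron/xylenol orange.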
# ALOX15B inhib – 15-hLO-2 (ALOX15B) enzyme inhibition | AID 881 | actives 0.56% (n = 110,000) | purified 15hLO-2, xylenol orange hydroperoxide absorbance | Potency, µM (doses to about 57.1 µM), without a hit: at the highest dose activity change, negative = inhibition, most hits filed as inhibitors | O15296; also: potency is read from the fitted curve at half-maximal effect; nearly all actives have a fitted effect of over 60% in size; many of its hits are not listed in these tables
# Target sequence (O15296 whole entry, looked up): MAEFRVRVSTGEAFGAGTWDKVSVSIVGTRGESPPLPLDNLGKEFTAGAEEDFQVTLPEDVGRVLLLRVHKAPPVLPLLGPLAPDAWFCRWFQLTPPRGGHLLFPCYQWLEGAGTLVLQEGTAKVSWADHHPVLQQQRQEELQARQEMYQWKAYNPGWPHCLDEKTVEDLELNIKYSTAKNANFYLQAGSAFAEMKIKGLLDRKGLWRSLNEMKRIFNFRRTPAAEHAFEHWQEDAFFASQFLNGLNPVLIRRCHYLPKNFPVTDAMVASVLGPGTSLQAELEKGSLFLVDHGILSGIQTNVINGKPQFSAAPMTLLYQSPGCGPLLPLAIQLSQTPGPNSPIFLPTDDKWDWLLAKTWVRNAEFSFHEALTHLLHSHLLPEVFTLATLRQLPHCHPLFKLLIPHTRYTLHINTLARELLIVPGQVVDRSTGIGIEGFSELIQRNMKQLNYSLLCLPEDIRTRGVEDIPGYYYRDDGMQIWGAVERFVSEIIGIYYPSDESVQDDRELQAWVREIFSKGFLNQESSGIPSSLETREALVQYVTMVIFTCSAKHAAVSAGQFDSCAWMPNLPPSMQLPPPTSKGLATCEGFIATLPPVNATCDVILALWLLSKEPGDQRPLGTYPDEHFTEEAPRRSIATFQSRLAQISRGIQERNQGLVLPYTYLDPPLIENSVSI
#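 Enzyme 50 nM, AA 45 uM, 25 mM Hepes pH 7.5 + 0.01% Triton X-100; cpd preinc 15 min RT, rxn 90 min RT; stop/detect with 200 uM XO + 300 uM Fe(II) in 50 mM H2SO4, 30 min; A573/A405.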
# IMPase cell inh – membrane-permeable compound that blocks inositol monophosphatase. P97697. CHO-M1 cells, IP1 accumulation, HTRF TR-FRET ratio. inhibition (IP1 accumulation), % at 46.1 µM. 120,000 tested, under 10 active; active = well fitted curve in the direction sought with a large enough effect in the signal ratio, not every such curve was filed as active; inconclusive = small, poorly fitted or top-dose-only effect, or a change in a side signal; inactive = no such curve, though single readings can be large or run the other way; the % refers to the signal ratio;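 also: cells stimulated with carbachol in lithium chloride buffer; plate controls were DMSO basal wells for no effect and reference inhibitor wells for full effect; higher means more IMPase inhibition seen as more IP1 and lower FRET ratio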
# Target sequence (P97697 whole entry, looked up): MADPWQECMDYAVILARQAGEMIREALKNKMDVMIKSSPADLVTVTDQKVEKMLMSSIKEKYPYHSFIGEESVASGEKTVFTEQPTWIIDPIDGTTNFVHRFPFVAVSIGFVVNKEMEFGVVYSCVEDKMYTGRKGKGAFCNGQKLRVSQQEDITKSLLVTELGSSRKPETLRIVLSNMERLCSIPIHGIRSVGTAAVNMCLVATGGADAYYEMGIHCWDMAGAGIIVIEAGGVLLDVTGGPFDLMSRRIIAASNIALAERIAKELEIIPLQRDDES
#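 Measured: the HTRF emission ratio (665/620 nm) plus the 620 nm donor channel, each fitted to the Hill equation to give AC50. Cells were CHO-M1 given compounds up to 46 uM and a 30 min carbachol stimulation at 37C.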
# PNC inhibitor – blocks assembly of the perinucleolar compartment; PC3M PTB-GFP, PNC prevalence imaging, 16 h; stronger effect = lower value; actives 3.1% (n = 140,000); activity change (PNC), negative = inhibition, % at 10 µM;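 active = readout at or below -70, meaning at least 70% loss of cells showing the perinucleolar compartment, a nuclear body marking cancer cells; inconclusive = readout between -30 and a set limit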;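 also: plate controls were DMSO wells for no effect and camptothecin positive control wells for full effect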
#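 PC3M cells stably expressing PTB-GFP, 750–1000 cells/well, treated 16 h at 37 °C with compound (23 nl of library stock), in duplicate. After paraformaldehyde fixation and Hoechst stain, imaged at 20x; PNC prevalence scored by image analysis.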
# An asterisk follows results filed as active; u = inconclusive; x = no result given; & = joins results of further samples; [ ] = another dose, or the depositor's remark. Unless noted, calls follow the shape of the dose curve; as a rule, active = well fitted curve in the direction sought with a large enough effect; inconclusive = small, poorly fitted or top-dose-only effect, or another doubt; inactive = no such curve, though single readings can be large; an effect the other way counts as inactive or inconclusive. Unless noted, % is scaled to controls: 0 for no effect and ±100 for the full control effect.
SMILES,ALOX12 inhib,ALOX15B inhib,IMPase cell inh,PNC inhibitor
CCCCC(=O)NC(=S)NNC(=O)CC#N,-7%,14%,-10,-29
CCOC(=O)c1cc2oc(C(c3nnnn3C3CCCCC3)N3CCOCC3)cc2[nH]1 (stereo not drawn),1%,x,11,53
Cn1c(CC(=O)Nc2ccccc2C(F)(F)F)c(Sc2ccccc2)c2ccccc21,0%,x,2,6
CCn1c(=O)c2cc(S(=O)(=O)NC3CCCCC3)ccc2n(CC)c1=O,-4%,-14%,2,u
CCOCCCNC(=O)C(NC(=O)c1ccc(NC(C)=O)cc1)c1ccc(OC)cc1 (stereo not drawn),-3%,x,0,u
CCC(C)(C)n1nnnc1C(c1cc2ccc(OC)cc2[nH]c1=O)N1CCc2ccccc2C1 (stereo not drawn),-16%,-22%,8,-16
Cc1c[nH]c2cccc(OCC(O)CNC(C)(C)C)c12 (stereo not drawn),2%,3%,18,-27
CCOC(=O)CCSc1nc(C)c2ccccc2n1,6%,-1%,6,-29
COc1cc(C(=O)Nc2oc(-c3ccccc3)c(-c3ccccc3)c2C#N)cc(OC)c1OC,-2%,0%,7,-87*
Cc1ccc(S(=O)(=O)n2nc(OC(=O)C(C)(C)C)cc2N)cc1,-12%,-4%,7,19
COc1cc(NS(=O)(=O)c2ccc(NC(=S)NC(=O)c3sc4ccccc4c3Cl)cc2)ncn1,-1%,x,u,u
COc1ccccc1-n1cnnc1SCC(=O)c1c[nH]c2ccccc12,0%,x,x,7
Cc1cccc(CSc2nnnn2-c2ccccc2)c1,3%,-5%,1,u
C#CCOc1ccc2c(C)cc(=O)oc2c1,-1%,-1%,-1,17
O=C(CNc1cccc(Cl)c1)c1ccc(Cl)cc1,-21%,4%,4,-19
Nc1nc(-c2cccnc2)nc(N2CCCCC2)n1,-2%,-2%,2,23
O=S(=O)(c1ccc(NC(=S)NCCc2ccccc2)cc1)N1CCOCC1,-3%,x,x,17
CCCS(=O)(=O)N1CCC(C(=O)NCCc2ccc(C)cc2)CC1,-1%,5%,1,4
COc1ccc(Br)cc1S(=O)(=O)N1CCN=C1C,-4%,1%,5,-11
C=C1C2CC[C@@]3(C)C(c4ccoc4)OC(=O)C[C@@]13OC1CC(O)C(C)(C)C(CC(=O)OC)[C@@]12C (stereo partly drawn),3%&-3%,-4%&-7%,x,x
O=C(Cn1cc2c(n1)CCCC2)NC1CCN(Cc2ccccc2)CC1,-10%,2%,-2,58
Cc1ccc(C(=O)N(CC(=O)Nc2ccc(Cl)c(Cl)c2)Cc2ccco2)cc1,1%,x,x,18
O=C(CN(CC1CCCO1)C(=O)Cn1nnc(-c2ccc(F)cc2)n1)NC1CCCCC1 (stereo not drawn),7%,-1%,3,15
CS(=O)(=O)N(CC(=O)N/N=C/c1cccc2c1OCCO2)c1ccccc1Br,-5%,-9%,-1,36
N/C(=N\OC(=O)COc1ccccc1)c1ccc(Cl)cc1,-2%,x,-2,-4
CCOC(=O)CSc1nnc2cc(C)c3ccccc3n12,-3%,x,6,6
CCn1cc(C(=O)NCCCN2CCC(C)CC2)c2cc(OC)c(OC)cc2c1=O,-1%,11%,3,23
O=C1c2cccc3cccc(c23)C(=O)N1CCN1CCN(CC(O)COCc2ccc(Cl)cc2)CC1 (stereo not drawn),-7%,x,x,u
CCOC(=O)c1c(NC(=O)Cn2nnc(-c3ccc(Cl)cc3)n2)sc(CC)c1C,6%,9%,11,20
[N-]=[N+]=CC(=O)c1ccnc(C(=O)C=[N+]=[N-])c1,3%,-6%,1,12
CCOc1ccccc1NC(=O)c1cnc2n(c1=O)CCS2,-5%,-3%,-2,-7
CCCOC(=O)c1c(NC(=O)/C=C/c2cnn(C)c2C)sc(C(=O)OCC)c1C,4%,1%,-3,51
C/C(=N\NC(=O)C1(C)CC1(Br)Br)c1cccc(NC(=O)C(C)(C)C)c1 (stereo not drawn),1%,x,x,77
O=C1CC(c2ccc3c(c2)OCO3)C2=C(CCCC2=O)N1 (stereo not drawn),-6%,-6%,u,18
CCOC(=O)c1c(C)[nH]c(C)c1C(=O)CSc1nnc(-c2ccc(OC(F)F)cc2)o1,-8%,-3%,-4,5
CCC(=O)Nc1nnc(SCc2ccc(F)cc2)s1,1%,x,x,-13
O=C(NCc1ccco1)c1nc2c(nnn2Cc2cccc(Cl)c2)c(=O)[nH]1,-1%,x,3,57
Cc1ccc(NCc2nnc(SCC(=O)Nc3ccccc3)n2CC2CCCO2)c(C)c1 (stereo not drawn),-7%,-3%,8,u
O=C(Nc1ccccc1O)c1ccccc1O,-2%,-14%,1,1
COc1cc(C(=O)Nc2cccc3ncccc23)cc(OC)c1OC,5%,2%,19,-9
O=C(CNCc1ccc(Cl)cc1)NCc1ccco1,-1%,x,x,-4
COc1ccccc1NC(=O)C(=O)Nc1ccccn1,1%,6%,1,107
CCn1c(SCC(=O)Nc2ccc(NC(C)=O)cc2)nnc1C1CC1,6%,-8%,-7,-21
CN(C)CCNc1ncnc2c1cnn2-c1ccc(Cl)cc1,-1%,26%,14,u
Nn1c(Cc2cccc3ccccc23)nnc1SCC(=O)N1CC(=O)Nc2ccccc21,1%,-11%,-7,7
Cc1cc(NC(=O)c2cccc(F)c2)ncc1NC(=O)c1ccco1,3%,2%,2,-22
COc1ccc(CSc2n[nH]c(C)n2)cc1[N+](=O)[O-],-7%,x,x,-16
CCn1c2ccccc2c2cc(NC(=O)CSc3nnc(-c4cccc(Cl)c4)o3)ccc21,-4%,-4%,-17,-3
Cc1ccccc1Nc1nc(-c2sc(NC(=O)c3cccc(Cl)c3)nc2C)cs1,-18%,-4%,2,u
CCC(C)c1ccc(NC(=O)C2CCCN(c3ncccn3)C2)cc1 (stereo not drawn),-2%,-5%,4,25

# (cont.)
SMILES,ALOX12 inhib,ALOX15B inhib,IMPase cell inh,PNC inhibitor
c1ccc(OCCCc2nc(-c3cccnc3)no2)cc1,-3%,-6%,2,u
CN(C)CCn1c(NC(=O)c2ccc(Cl)cc2)nc2ccccc21,4%,36%[activator],-11,-12
CCN(CC)c1ccc2c(Cl)cc(=O)oc2c1,-2%,-9%,2,44
Cc1cc(C)c2[nH]c(=O)c(C(c3nnnn3CC3CCCO3)N3CCCC(C)C3)cc2c1 (stereo not drawn),-1%,-5%,-8,1
COc1ccc(CCNC(=O)CNCC2CCCO2)cc1OC (stereo not drawn),-4%,-12%,-9,38
O=C(N/N=C/c1cccs1)c1cc(-c2cccc3ccccc23)n[nH]1,-3%,x,7,13
COCC(=O)OCC(=O)Nc1cc(C)c(C)cc1[N+](=O)[O-],0%,x,x,22
O=c1oc2ccccc2c(NCc2ccccc2F)c1[N+](=O)[O-],2%,x,-1,-11
COc1ccc(-c2cc(C(F)(F)F)c3c(n2)sc2c(O)cc(=O)[nH]c23)c(OC)c1,1%,x,x,7
Cc1ccc(-c2nnn(CC(=O)N(CC(=O)NCC3CCCO3)c3ccccc3)n2)o1 (stereo not drawn),4%,4%[2.29 µM],-1,1
CCC(C)(CC(=O)N(C)CCC#N)c1ccccc1 (stereo not drawn),9%,0%,-2,8
N#CC1=C(SCc2ccccc2)NC2=C(C(=O)CCC2)C1c1ccc2c(c1)OCO2 (stereo not drawn),-21%,-29%,-13,36
CC(C)(C)c1nnc(SCC(=O)c2ccccc2)n(N)c1=O,-16%,x,x,-114*
Cc1ccc(-c2nnc(SCC#CCOC(=O)c3ccco3)o2)cc1,-1%,8%,1,30
CC(=O)N(c1ccc(N(C(C)=O)S(=O)(=O)c2cccs2)cc1)S(=O)(=O)c1cccs1,-1%,1%[2.29 µM],1,15
COc1ccc(Cl)cc1S(=O)(=O)Nc1cccc(C(=O)O)c1,7%,-13%,-5,2
CC(C)(C)n1nnnc1C(c1cccs1)N(Cc1ccc(Cl)cc1)CC1CCCO1 (stereo not drawn),-14%,0%,30,7
CCC1=C2CC[C@H]3C(=O)N(C)C(=O)[C@H]3[C@H]2[C@@]2(C)C(=O)N(CC3CC3)C(=O)N2C1=O,-3%,10%,x,x
CNCCC=C1c2ccccc2CCc2ccccc21,18%,53%[activator],23[20.6 µM],u
O=C(CN(CCO)c1ccccc1)NC12CC3CC(CC(C3)C1)C2,-4%,-1%,u,23
CCOc1ccc(C/C(N)=N/n2cnnc2)cc1,4%,-3%,-1,u
Cc1nc2c(n1C1CCCCC1)C(=O)c1ccccc1C2=O,2%,-15%,u,26
CC(=O)c1c(C)[nH]c(C(=O)OC(C)C(=O)Nc2cc(S(=O)(=O)N3CCCCC3)ccc2Cl)c1C (stereo not drawn),2%,x,x,u
CN1CCCC1CCNS(=O)(=O)c1ccc(Br)cc1 (stereo not drawn),-1%,x,3,-109*
CCOC(=O)c1c(-c2ccc(-c3ccccc3)cc2)csc1NC(=O)CCN1CCOCC1,-2%,x,1,57
C=CCNc1nc(-c2cccc(OC)c2O)nc2ccccc12,-9%,-13%,-3,0
COc1ccc(N2CCN(C(CNS(=O)(=O)c3cccs3)c3cccnc3)CC2)cc1 (stereo not drawn),-3%,14%,-5,11
CC(/C=C/c1ccccc1)=N/NC(=O)CNC(=O)c1ccc2c(c1)OCO2,3%,x,1,u
COc1ccc(C(=O)n2c(SC)nc3cc4c(cc32)OCCO4)cc1,-10%,7%,3,7
CCOC(=O)c1[nH]c(C)c(CN(Cc2ccco2)C(=O)C(F)(F)F)c1C,-8%,5%,-9,-8
COc1ccc(-c2coc3cc(OC)cc(OC)c3c2=O)cc1,-5%,-3%,x,x
CN(C)S(=O)(=O)c1ccc(Cl)c(NC(=O)c2ccncc2)c1,0%,x,x,1
COCCNC(=O)c1ccc(Cl)c(Cl)c1,4%,1%,-6,9
CC(C)Oc1ccc(C(=O)N(Cc2ccco2)C2CCS(=O)(=O)C2)cc1 (stereo not drawn),-4%,-6%,0,-25
CC(C)C(CO)NC(=O)CC(=O)NC(CO)C(C)C (stereo not drawn),0%,-3%,-4,15

# Of the compounds above, these contain a furan ring, fused or not:
SMILES,ALOX12 inhib,ALOX15B inhib,IMPase cell inh,PNC inhibitor
CCOC(=O)c1cc2oc(C(c3nnnn3C3CCCCC3)N3CCOCC3)cc2[nH]1 (stereo not drawn),1%,x,11,53
COc1cc(C(=O)Nc2oc(-c3ccccc3)c(-c3ccccc3)c2C#N)cc(OC)c1OC,-2%,0%,7,-87*
C=C1C2CC[C@@]3(C)C(c4ccoc4)OC(=O)C[C@@]13OC1CC(O)C(C)(C)C(CC(=O)OC)[C@@]12C (stereo partly drawn),3%&-3%,-4%&-7%,x,x
Cc1ccc(C(=O)N(CC(=O)Nc2ccc(Cl)c(Cl)c2)Cc2ccco2)cc1,1%,x,x,18
O=C(NCc1ccco1)c1nc2c(nnn2Cc2cccc(Cl)c2)c(=O)[nH]1,-1%,x,3,57
O=C(CNCc1ccc(Cl)cc1)NCc1ccco1,-1%,x,x,-4
Cc1cc(NC(=O)c2cccc(F)c2)ncc1NC(=O)c1ccco1,3%,2%,2,-22
Cc1ccc(-c2nnn(CC(=O)N(CC(=O)NCC3CCCO3)c3ccccc3)n2)o1 (stereo not drawn),4%,4%[2.29 µM],-1,1
Cc1ccc(-c2nnc(SCC#CCOC(=O)c3ccco3)o2)cc1,-1%,8%,1,30
CCOC(=O)c1[nH]c(C)c(CN(Cc2ccco2)C(=O)C(F)(F)F)c1C,-8%,5%,-9,-8
CC(C)Oc1ccc(C(=O)N(Cc2ccco2)C2CCS(=O)(=O)C2)cc1 (stereo not drawn),-4%,-6%,0,-25
